Screening results deposited in PubChem by several laboratories.
human PMI inhibitors – human PMI inhibitors, high substrate, primary screen, biochemical, fluorescence intensity, high mannose 6-phosphate (AID 1220). recombinant PMI enzyme, coupled fluorescence intensity; higher % means a stronger effect. inhibition, % at 20 µM; hits with a dose series show IC50 in µM. 190,000 tested, 0.66% active
MT stabilize HCS – microtubule stabilization, imaging screen; 200,000 tested, 0.83% active; HeLa tubulin immunostaining HCS, 24 h; share of cells brighter than vehicle mean+2SD; % tubulin-high responders, % at 10 µM;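 active = plate Z-score above 3 for both tubulin-high and condensed-nucleus cell shares, with cell loss under 80%, at 10 µM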;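 also: anti alpha tubulin signal scored within the nucleus-defined area of each cell; some results filed as inactive read as strong as hits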
Insulin prom up – MIN6 insulin promoter up-regulation. z-score at 5 µM. AID 1625. MIN6 insulin promoter-GFP reporter, high-content imaging; hits give high values. 190,000 tested, 0.3% active;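 active = z-score above 3 at 5 µM with at least 500 cells counted in the well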
T cell HTS – modulates CD8 T cell binding to vesicles | 2C CD8+ T cell-vesicle binding, flow cytometry; hits give low values | calls only at 7 µM | 330,000 tested, 0.068% active;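 active = response, share of CD8 T cells binding vesicles, and their 90th percentile fluorescence all below set limits, cut at about 80% in these data, passing the limit was not always enough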
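Incubation: binding step 1.5 h, 37 °C, antibody labelling 20 min, ice; system: murine 2C transgenic CD8+ T lymphocytes; technique: cytometric PE anti-B7-1 and Alexa647 anti-CD8 signals after 1% paraformaldehyde fixation; also added: QL9-charged Drosophila Ld/ICAM-1/B7-1 vesicles; control set: naked versus QL9-loaded vesicles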
PMI inhibitors – inhibitors of human PMI, primary screen, biochemical, fluorescence intensity, coupled assay (AID 1209) | purified PMI enzyme, coupled fluorescence intensity; higher % means a stronger effect | one-dose inhibition, % at 20 µM; IC50 in µM for titrated hits | 190,000 tested, 0.42% active;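 also: plate controls were DMSO vehicle for no effect and wells lacking substrate for full effect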
Autophagy HCS – autophagy modulation, high-content screen; MEF GFP-LC3 puncta imaging; test concentration mostly 10 µM; 190,000 tested, 0.98% active; AID 463193; calls only at 10 µM (by protocol);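 active = percentage of spot-positive cells more than 3 SD above its plate mean, without a fluorescence outlier flag or 80% toxicity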;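 also: spot-positive cell cutoff set from DMSO-treated cells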
bCat nuc transl – modulators of beta-catenin nuclear translocation; nuclear translocation activity, % at 5 µM; 190,000 tested, 0.3% active; AID 1665; HeLa beta-catenin nuclear translocation, immunofluorescence imaging;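 active = nuclear translocation activity above 50% at 5 µM, with a well cell count of 50 or more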;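 also: per-cell ratio of nuclear to cytoplasmic median beta-catenin stain intensity; plate controls were DMSO negative control for no effect and GSK-3 inhibitor IX positive control for full effect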
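assay system = human HeLa cells, endogenous beta-catenin | times = compound treatment 24 h, 37°C, 5% CO2 | detection = Anti-beta-catenin immunofluorescence on PFA-fixed, Triton-permeabilized cells, DAPI nuclei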
Hep lipid drop – modulators of hepatic lipid droplet formation; AML12 mouse hepatocytes, oleate lipid droplets, BODIPY imaging; inhibition, % at 6.5 µM; 240,000 tested, 0.4% active;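 active = lipid droplet intensity inhibited by at least 50%, with more than 500 cells counted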
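System: AML12 hepatocytes (mouse). Probe or stimulus: oleic acid at 100 µM to induce lipid droplet formation. Times: overnight treatment with compound plus oleate. Detection: Image-based BODIPY and DAPI two-channel analysis. Evaluation: percent inhibition of filter-corrected integrated lipid droplet intensity per well.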
TNAP activation fold – stimulation of alkaline phosphatase TNAP activity – biochemical, luminescent, no phosphate acceptor, uHTS, primary screen (AID 1001). activation fold at 20 µM, or EC50 in µM where a hit was titrated. purified TNAP, luminescent activation assay, no phosphate acceptor; higher activation fold means a stronger effect. 200,000 tested, 0.03% active; in the data active = activation fold from about 3, or a potency from the dose series; inactive = the rest, 99 in 100 with activation fold below about 1.6; also: many of its hits are not listed in these tables
Insulin prom up cell count – further read-out of Insulin prom up, marked with its call; cell count; measured here: cytotoxicity, nuclei count;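 total cells summed across four imaged fields per well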
Hep lipid drop cells 6.5 µM – further read-out of Hep lipid drop, marked with its call; cell count; measured here: cell count, cytotoxicity flag;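 cells counted across two imaged fields per well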
bCat nuc transl cell count 5 µM – also measured in bCat nuc transl; calls as there; cell count; measured here: cell count, cytotoxicity flag
T cell HTS vesicle-bound % – second read-out of T cell HTS, no call of its own (marks repeat the call); double positive events, %; measured here: CD8+ vesicle-bound cell fraction;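 binding gate set so that unloaded-vesicle control wells show 10% double positive cells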
MT stabilize HCS Hoechst-high % – also measured in MT stabilize HCS; calls as there; % Hoechst-high responders; measured here: nuclear condensation Hoechst responders;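 share of cells brighter than vehicle mean plus two SD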
MT stabilize HCS cytotoxicity % – recorded beside MT stabilize HCS, whose call it bears; toxicity, %; measured here: cytotoxicity by cell density;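 0% = mean cell density of plate MIN control wells and 100% = no cells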
Autophagy HCS cell loss 18 h – recorded beside Autophagy HCS, whose call it bears; toxicity, %; measured here: cell loss, nuclei count;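 cell loss after 18 h compound exposure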
An asterisk follows results filed as active; i = inactive; nt = no result given. Rule as the data show it, unless noted: active = inhibition above about 50%; inactive = the rest. An unsorted share of the library; overall some 2.9% were active at least once.

SMILES	human PMI inhibitors	MT stabilize HCS	MT stabilize HCS Hoechst-high %	MT stabilize HCS cytotoxicity %	Insulin prom up	Insulin prom up cell count	T cell HTS	T cell HTS vesicle-bound %	PMI inhibitors	Autophagy HCS	Autophagy HCS cell loss 18 h	bCat nuc transl	bCat nuc transl cell count 5 µM	Hep lipid drop	Hep lipid drop cells 6.5 µM	TNAP activation fold
CN(C)N1C(=O)CC(N2CCCCC2)C1=O (stereo not given)	-9%	2.2	1.9	5.1	-0.19	1281	i	5	-11%	i	-28	3.1	1103	17	672	1
COc1ccc(Cc2nn3c(-c4ccccc4Br)nnc3s2)cc1	5%	4.0	3.1	3.4	0.48	1243	i	7	14%	i	-1	nt	nt	4	699	1.1
NC(=O)C1(NC(=O)[C@@H]2CC3(CC(c4cccc(NC(=O)c5cc([N+](=O)[O-])cc([N+](=O)[O-])c5)c4)=NO3)CN2C(=O)c2ccccc2)CC1 (stereo not given in full)	19%	3.7	1.3	6.0	nt	nt	i	23	17%	i	-8	nt	nt	nt	nt	1
CC(C)Cn1c(N2CCN(C(=O)/C=C/c3ccccc3)CC2)nc2ccccc21	3%	2.2	1.9	6.7	nt	nt	i	18	3%	i	13	-2.0	996	4	629	1
COC(=O)CSc1nc2ccccc2c(=O)n1C	7%	4.4	2.8	5.9	-0.1	739	i	34	12%	i	-8	-4.2	1142	4	748	1.1
O=C(Nc1ccc2c(c1)oc1ccc(S(=O)(=O)N3CCCC3)cc12)C1CC1	12%	5.1	1.2	6.7	nt	nt	i	9	14%	i	10	nt	nt	2	699	1.1
Cc1nn(-c2ccccc2)c(C)c1NC(=O)COc1ccc(Cl)cc1Cl	-6%	4.4	2.0	5.3	1.2	1466	i	34	-10%	i	-7	-2.7	491	3	723	1
CCOC(=O)C(=CNCC(=O)O)C(=O)OCC	-6%	1.8	0.9	7.2	-0.53	1644	i	20	-3%	i	-4	-0.9	1360	nt	nt	1.1
CCOC(=O)c1ccc2ncc(C(=O)OCC)c(NCc3ccco3)c2c1	15%	4.2	3.1	4.6	-0.34	1065	i	3	8%	i	-2	-0.6	1067	nt	nt	1
O=C(NCc1ccccc1)c1ccc(Cn2cc(C(F)(F)F)ccc2=O)cc1	4%	1.1	1.5	9.0	nt	nt	i	35	6%	i	3	nt	nt	nt	nt	1.1
CC(NC(=S)NCCc1ccccc1)C(c1cccs1)N1CCN(C)CC1 (stereo not given)	13%	2.9	2.5	4.1	-1.7	1048	i	31	-6%	i	-2	-1.9	567	-8	678	1
Cc1cc2ncc(C(=O)Nc3ccsc3C(=O)O)c(C)n2n1	-9%	2.1	2.0	13	0.12	1281	i	50	-15%	i	-32	1.4	1081	2	654	1
Cc1cccc2nc(CSc3ccccc3C(=O)O)cn12	13%	2.9	3.3	2.7	0.71	1473	i	51	15%	i	2	0.8	1078	-4	693	1.1
COc1ccc(Cc2noc(CN(C)CC3(N4CCOCC4)CCCCC3)n2)cc1OC	11%	2.9	2.2	6.2	-0.09	1386	i	27	12%	i	-18	-2.5	1013	-9	688	1.1
CCCCC(=O)Nc1ccc(NC(=O)c2ccccc2[N+](=O)[O-])cc1OC	-6%	4.2	3.0	0.1	-0.1	999	i	39	12%	i	12	nt	nt	-4	717	1.1
O=C(NCCc1ccccn1)c1cc(-c2cccc3ccccc23)nc2ccccc12	1%	5.0	2.9	9.1	-0.84	1359	i	58	7%	i	-2	0.5	1152	12	682	1
CC(=O)CSc1nc(-c2cccs2)c(C#N)c(=O)[nH]1	1%	1.9	1.0	5.7	1.1	1486	nt	nt	2%	i	-3	0.0	974	7	718	0.9
COc1ccc(C(=O)N/N=C2\SCC(=O)N2Cc2ccc3c(c2)OCO3)c(OC)c1	-2%	2.7	2.6	9.5	-0.84	1449	i	40	5%	i	-3	2.5	1025	20	640	1.1
CCOC(=O)c1c(NC(=O)c2ccc(N3C(=O)[C@@H]4[C@H](C3=O)[C@H]3C=C[C@@H]4C3)cc2)sc2c1CCCC2	6%	2.0	2.0	12	-0.37	1328	i	33	13%	i	4	2.6	1155	15	647	1
O=C(NC1CCCCC1)C(c1ccc(F)cc1)N(Cc1ccco1)C(=O)CN1C(=O)c2ccccc2S1(=O)=O (stereo not given)	4%	5.6	1.6	10	nt	nt	i	33	6%	i	-11	-1.3	963	10	717	1

Part of the list above, with values under each structure:
Sequence of screens – human PMI inhibitors	MT stabilize HCS	MT stabilize HCS Hoechst-high %	MT stabilize HCS cytotoxicity %	Insulin prom up	Insulin prom up cell count	T cell HTS	T cell HTS vesicle-bound %	PMI inhibitors	Autophagy HCS	Autophagy HCS cell loss 18 h	bCat nuc transl	bCat nuc transl cell count 5 µM	Hep lipid drop	Hep lipid drop cells 6.5 µM	TNAP activation fold
Cc1cccc2nc(CSc3ccccc3C(=O)O)cn12
    13%	2.9	3.3	2.7	0.71	1473	i	51	15%	i	2	0.8	1078	-4	693	1.1
COc1ccc(Cc2noc(CN(C)CC3(N4CCOCC4)CCCCC3)n2)cc1OC
    11%	2.9	2.2	6.2	-0.09	1386	i	27	12%	i	-18	-2.5	1013	-9	688	1.1
CCCCC(=O)Nc1ccc(NC(=O)c2ccccc2[N+](=O)[O-])cc1OC
    -6%	4.2	3.0	0.1	-0.1	999	i	39	12%	i	12	nt	nt	-4	717	1.1
O=C(NCCc1ccccn1)c1cc(-c2cccc3ccccc23)nc2ccccc12
    1%	5.0	2.9	9.1	-0.84	1359	i	58	7%	i	-2	0.5	1152	12	682	1
CC(=O)CSc1nc(-c2cccs2)c(C#N)c(=O)[nH]1
    1%	1.9	1.0	5.7	1.1	1486	nt	nt	2%	i	-3	0.0	974	7	718	0.9
COc1ccc(C(=O)N/N=C2\SCC(=O)N2Cc2ccc3c(c2)OCO3)c(OC)c1
    -2%	2.7	2.6	9.5	-0.84	1449	i	40	5%	i	-3	2.5	1025	20	640	1.1
CCOC(=O)c1c(NC(=O)c2ccc(N3C(=O)[C@@H]4[C@H](C3=O)[C@H]3C=C[C@@H]4C3)cc2)sc2c1CCCC2
    6%	2.0	2.0	12	-0.37	1328	i	33	13%	i	4	2.6	1155	15	647	1
O=C(NC1CCCCC1)C(c1ccc(F)cc1)N(Cc1ccco1)C(=O)CN1C(=O)c2ccccc2S1(=O)=O (stereo not given)
    4%	5.6	1.6	10	nt	nt	i	33	6%	i	-11	-1.3	963	10	717	1

More results follow:
SMILES	human PMI inhibitors	MT stabilize HCS	MT stabilize HCS Hoechst-high %	MT stabilize HCS cytotoxicity %	Insulin prom up	Insulin prom up cell count	T cell HTS	T cell HTS vesicle-bound %	PMI inhibitors	Autophagy HCS	Autophagy HCS cell loss 18 h	bCat nuc transl	bCat nuc transl cell count 5 µM	Hep lipid drop	Hep lipid drop cells 6.5 µM	TNAP activation fold
CCC1=Nc2ccccc2-c2nnc(SC)nc2O1	-14%	3.2	1.7	6.9	nt	nt	i	38	2%	i	4	nt	nt	12	752	1
Cc1ccc(NC(=O)C(C)Sc2nnc(-c3cccnc3)n2-c2ccccc2)cc1 (stereo not given)	3%	1.6	1.9	12	-0.14	891	i	55	12%	i	4	-0.4	1187	-14	752	1.1
CCCn1c(SCC(=O)N2c3ccc(F)cc3CCC2C)nnc1-c1ccccn1 (stereo not given)	-14%	2.5	2.5	6.8	-0.15	1168	i	49	-14%	i	-5	-1.5	1095	-36	700	1
Cc1ccc(C)c(-n2c(-c3csc(C)c3)n[nH]c2=S)c1	1%	1.7	1.4	8.3	-0.75	948	i	11	-4%	i	-9	-2.6	1252	-2	779	1
Cc1onc(-c2c(F)cccc2Cl)c1C(=O)Nc1nc2c(s1)CCCC2	5%	4.9	3.1	9.5	-2.1	606	i	18	-3%	i	-1	-1.5	1115	-4	703	1.1
CCOc1ccc(CNC(=O)C2CC(=O)N(C3CCCC3)C2)cc1OC (stereo not given)	8%	1.6	2.0	8.2	-0.65	1617	i	26	2%	i	-4	-0.5	1363	nt	nt	1.1
CC1(C)CC2(CC(c3ccccc3F)c3ccc(O)c(O)c3O2)NC(=S)N1 (stereo not given)	46%	nt	nt	nt	-0.22	1438	i	62	40µM*	i	-19	-1.0	1032	3	755	0.9
COc1ccc(CNC(=O)C(c2ccc(C)o2)N(Cc2cccs2)C(=O)Cc2cccs2)cc1 (stereo not given)	8%	4.6	2.1	6.1	-0.63	1334	i	45	-4%	i	6	-3.1	589	-2	650	1
COC(=O)c1cn(C(=O)c2ccc(Cl)cc2)c2ccccc12	nt	nt	nt	nt	-0.24	1434	i	15	nt	nt	nt	-1.4	1100	-1	709	nt
CCOc1ccc(-c2nnc3n2N=C(c2ccc(OC)cc2)CS3)cc1	8%	4.6	1.5	0.1	0.63	1625	i	29	6%	i	-56	0.7	1376	nt	nt	1
CCC(=O)N(CC)C1=C(O)c2ccccc2C(=O)C1=O	16%	1.9	1.9	12	0.02	1482	i	35	20%	i	7	0.0	1412	nt	nt	1
COC(=O)c1ccc(CNC(=O)COC(=O)Cc2ccsc2)cc1	1%	3.2	2.5	5.8	0.55	1584	i	33	5%	i	17	0.5	1437	-4	724	1.1
Cc1ccnc(NC(=O)Nc2cccc(F)c2)n1	18%	4.4	2.2	4.5	0.94	1520	i	54	8%	i	-24	1.7	869	16	685	1
Cc1nc2ccc(F)cc2cc1C(=O)NCC1CCCO1 (stereo not given)	-12%	2.0	2.1	16	0.8	1909	nt	nt	1%	i	4	-1.2	1075	12	650	1.1
